Wnt act: Wnt/beta-catenin pathway activation | Wnt/beta-catenin reporter cell assay, activator, plate reader | activation, % at 9.35 µM | 300,000 compounds, 1.2% hits | AID 743398; in the data active means activation above about 30%, passing the limit was not always enough;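 further: 0% = neutral control wells and 100% = positive control wells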
Starred values were filed as active, the others as inactive.

SMILES	Wnt act
CCOC(=O)N1CCN(C(=O)C[C@@H]2C[C@@]3(C(=O)OC)CC(C)(C)CC=C3N(Cc3cccc4ccccc34)C2=O)CC1	-4
CCCCCCN1CCN(C2CN(Cc3cn(Cc4cccc(Cl)c4)nn3)S(=O)(=O)C2)CC1 (stereo not given)	-4
COC(=O)[C@]12C[C@H](CC(=O)NCc3cccc4ccccc34)C(=O)N(CCC3=CCCCC3)C1=C[C@H](COCc1ccccc1)O[C@@H]2C	-5
COc1ccccc1Cn1c(=S)[nH]c2cc(C(=O)N3CC(C)CC(C)C3)ccc2c1=O (stereo not given)	-1
O=C(NCc1cccc(C(F)(F)F)c1)c1csc([C@@H]2O[C@H](CO)[C@H](O)[C@H](O)[C@H]2O)n1	0
CC(=O)Nc1cc(-c2cccc(NS(C)(=O)=O)c2)cn2c(-c3cccc(C(C)=O)c3)cnc12	0
CCNC(=O)C1(C)CCN(C(=O)c2cccc(Cl)c2)C1 (stereo not given)	-1
COc1ccc(C2CC(=O)C(c3ccc(C)cc3)=CN2Cc2ccccc2)cc1 (stereo not given)	3
CN1CCCCC1(C)C(=O)NCc1cc(Cl)ccc1F (stereo not given)	-1
COc1ccc(CC(N)c2csc(NC(=O)NC(c3ccccc3)c3ccccc3)n2)cc1 (stereo not given)	-3
COc1ccccc1Cn1c(C)c(C(=O)NCc2ccc(C#N)cc2)sc1=O	-6
CC(C=CC(O)=C1C(=O)CNC1=O)=C[C@@H](C)C1OC2(C)OC(C(=O)C3O[C@@]32C)C1C (stereo not given in full)	-2
CS(=O)(=O)Nc1cccc(-c2cc(NC=O)c3ncc(-c4ccc(F)cc4)n3c2)c1	-3
CCOC(=O)[C@]12CCC=C1N(Cc1ccco1)C(=O)[C@H](CC(=O)NCCCCc1ccccc1)C2	1
COCCNC(=O)C1(C)CCN(C(=O)c2cccc(C)c2C)C1 (stereo not given)	-4
COc1ccccc1NC(=O)OC[C@@H]1CSCCS(=O)(=O)N1	-3
CC1(C(=O)Nc2ccc3c(c2)OCCO3)CCN1C(=O)CC1CCCC1 (stereo not given)	0
Cc1cccc(C)c1NC(=O)C(c1ccnc2ccccc12)N1CCN(CCN(C)C)CC1 (stereo not given)	4
O=C(C[C@@H]1C=C[C@@H](NC(=O)C2CC2)[C@@H](CO)O1)NCc1ccccc1Cl	2
COc1ccccc1C(NC(=O)C1CCN(CCOc2ccc(Cl)cc2Cl)CC1)c1ccccn1 (stereo not given)	1

An excerpt of these results, field by field:
CC(=O)Nc1cc(-c2cccc(NS(C)(=O)=O)c2)cn2c(-c3cccc(C(C)=O)c3)cnc12
  Wnt act: 0
COC(=O)[C@]12C[C@H](CC(=O)NCc3cccc4ccccc34)C(=O)N(CCC3=CCCCC3)C1=C[C@H](COCc1ccccc1)O[C@@H]2C
  Wnt act: -5
CC(C=CC(O)=C1C(=O)CNC1=O)=C[C@@H](C)C1OC2(C)OC(C(=O)C3O[C@@]32C)C1C (stereo not given in full)
  Wnt act: -2
Cc1cccc(C)c1NC(=O)C(c1ccnc2ccccc12)N1CCN(CCN(C)C)CC1 (stereo not given)
  Wnt act: 4

Other records follow.
SMILES	Wnt act
CC(C)(C)C1CCC(=O)N2CCC[C@]2(c2ccccc2)C1 (stereo not given in full)	-3
O=C(N/N=C/c1cccs1)c1cccc(NC(=O)c2ccc(Cl)cc2)c1	-23
OC(c1ccc(F)cc1)c1nc(-c2cccs2)cs1 (stereo not given)	0
C#CCNC(=O)C[C@H]1C[C@@]2(C(=O)OC)C(=C[C@H](C(C)(C)C)O[C@@H]2C)N(Cc2ccc3c(c2)OCO3)C1=O	1
CC(OC(=O)c1ccc2ncsc2c1)C(=O)N1CCCC1 (stereo not given)	10
Cc1nc(C(F)(F)F)ccc1C(=O)N1CCC(C)(C(=O)O)C1 (stereo not given)	-1
Cc1c(C(=O)N(C)Cc2ccc(F)cc2)sc(=O)n1Cc1ccc(Cl)c(Cl)c1	-4
O=C(Nc1cccc(Oc2ccccc2)c1)C1Cc2c(-c3ccc4c(c3)OCO4)ccnc2O1 (stereo not given)	-4
CC(C)CNC(=O)C1C(=O)Nc2ccccc2C(=O)N1C1CCCCC1 (stereo not given)	-4
Cc1cccnc1C(NC(=O)C1CCN(Cc2ccc(Cl)c(Cl)c2)CC1)c1ccc(Cl)cc1 (stereo not given)	-17
O=C(COC(=O)CNC(=O)C1CCCCC1)Nc1ccccc1	0
COC(=O)C1=C(C)N(C)C(=NCc2ccccc2)NC1c1cccc(Cl)c1 (stereo not given)	-15
CC(C)NC(=O)C1C(c2ccc(C(F)(F)F)cc2)=Nc2ccccc2N1C(=O)c1cccc2ccccc12 (stereo not given)	14
CCOC(=O)C1CCCN(C(=O)c2cccc(C(F)(F)F)c2)CC1 (stereo not given)	-2
CC(C)[C@@H](N)C(=O)NC[C@H]1O[C@@H](n2cnc3c(=O)[nH]c(N)nc32)[C@H](O)[C@@H]1O	-4
Cc1ccc(Cl)cc1-c1cc(C(=O)N2CCc3ccccc3C2)[nH]n1	0
CC1(C(=O)NS(=O)(=O)Cc2ccccc2C(F)(F)F)CCN1C(=O)Cc1cccs1 (stereo not given)	0
C=CCN=C1NC(c2ccccc2)C(C(=O)OC)=C(C)N1Cc1ccccc1C(F)(F)F (stereo not given)	21
CCCCn1nnnc1C1(C)CCC(=O)N1Cc1ccco1 (stereo not given)	1
CN(N=Cc1ccc2c(c1)OCO2)C(=O)c1ccccc1N	10
CC1(Cc2ccc3c(c2)OCO3)C(=O)Nc2c(Cl)ccc(Cl)c21 (stereo not given)	-1
CCOC(=O)[C@]12CCCC=C1N(Cc1ccc3c(c1)OCO3)C(=O)[C@H](CC(=O)NCCCN1CCCC1=O)C2	-1
CC(C(=O)NC1CCCC1)n1c(C2CC2)nc2ccccc21 (stereo not given)	5
COCc1[nH]nc2c1C(c1cccc(C(F)(F)F)c1)NC2=O (stereo not given)	0
O=C1c2c(-c3ccc(Br)cc3)noc2CCN1Cc1cn(C2CCCC2)nn1	-5
Cc1nc2c(OCc3ccc(C(F)(F)F)cc3)cccn2c1N(C)Cc1cccs1	0
CCCCNC(=O)C1C(c2ccc(C(F)(F)F)cc2)=Nc2ccccc2N1C(=O)C1CCN(C(C)=O)CC1 (stereo not given)	6
CCc1nc2c(OCc3ccccc3)cccn2c1N(Cc1ccccc1)C(C)=O	-1
COC(=O)c1cc2c(c3c4cc(C)ccc4n(S(=O)(=O)c4cccc(C)c4)c13)C(=O)N(Cc1ccc(C(F)(F)F)cc1)C2	-2
COc1ccccc1NC(=O)Nc1nc(C(N)Cc2ccc(Cl)cc2)cs1 (stereo not given)	8
O=C(Nc1ccc(F)cc1)C(CCc1ccccc1)N1CCN(C(=O)c2ccco2)CC1 (stereo not given)	-4
O=C(NCc1cccc(C(F)(F)F)c1)c1csc([C@@H]2C[C@H](O)[C@@H](CO)O2)n1	-2
COc1ccc(Cc2c(C3CCCCC3)nc3cc(C)c(Br)c(C)n23)c(C)c1	-4
Cc1cccnc1C1=NOC(Cc2ccccc2)C(=O)N1CCOc1ccc(F)cc1 (stereo not given)	-5
Oc1cccc2cc(Nc3ccccc3)cnc12	-9
CCOC(=O)C1=C[C@@H](C(C)(C)C)N(S(=O)(=O)c2ccc(C)cc2)[C@H]1c1ccc(C)cc1	-1
O=C1c2ccccc2C(c2nnnn2Cc2ccccc2)N1C1CC1 (stereo not given)	-4
OC(c1ccc(Cl)c(Cl)c1)c1ncc(-c2ccc(C(F)(F)F)cc2)[nH]1 (stereo not given)	-1
Nc1ccn([C@@H]2O[C@H](C(=O)N[C@H](Cc3ccccc3)C(=O)N3CCN(C(=O)N4CCCCC4)CC3)[C@@H](O)[C@H]2O)c(=O)n1	-3
NC(CCc1ccccc1)c1csc(Nc2nccc(C(F)(F)F)n2)n1 (stereo not given)	0

Rewritten with values ahead of the structure: part of the list above
Wnt act | mol
-1 | CCOC(=O)C1=C[C@@H](C(C)(C)C)N(S(=O)(=O)c2ccc(C)cc2)[C@H]1c1ccc(C)cc1
-1 | CCOC(=O)[C@]12CCCC=C1N(Cc1ccc3c(c1)OCO3)C(=O)[C@H](CC(=O)NCCCN1CCCC1=O)C2

Next section.
SMILES	Wnt act
Nc1ncnc2c1ncn2[C@@H]1O[C@H](C(=O)Nc2ccc(Oc3ccccc3)nc2)[C@@H](O)[C@H]1O	-1
Cn1ccc2c(/C=C/c3ccc(F)cc3)cc3c(c21)C1CCC3C1 (stereo not given)	-3
CCOC(=O)N1CCN(C(=O)C[C@H]2C[C@@]3(C(=O)OC)C(=C[C@H](C(C)C)O[C@@H]3C3CC3)N(Cc3ccccc3)C2=O)CC1	-3
CC(=O)N1CCc2cc(NC(=O)C3(C)CCN3Cc3ccccc3Cl)ccc21 (stereo not given)	-1
CCCCc1c(-c2ccccc2OC)ncn1Cc1c(F)cccc1F	0
O=C(NCc1ccccc1)[C@H]1CCCN1C(=O)[C@H]1CCCN1C(=O)c1cccc2ccccc12	-1
COC(=O)C1=C(C)N(Cc2ccc(C(F)(F)F)cc2)C(=NCc2ccccc2)NC1c1ccc(C(F)(F)F)cc1 (stereo not given)	-17
Cc1cccnc1C(NC(=O)C1CCN(CCCOc2ccccc2)CC1)c1ccc(F)cc1 (stereo not given)	-4
CC(C)(C)CNC(=O)C1(C)CCN1C(=O)C1(c2ccccc2)CC1 (stereo not given)	6
COc1ccc(CNC(=O)C2CCC(=O)N(C3CCCCCC3)C2)c(OC)c1 (stereo not given)	1
N#C/C(=C\c1ccc(-c2cccc([N+](=O)[O-])c2)o1)c1nnc(N2CCOCC2)n1-c1ccccc1	-2
COc1ccc(NC(=O)C2Cc3c(-c4ccc5c(c4)OCO5)ccnc3O2)cc1 (stereo not given)	-3
O=C1CSC(c2cccs2)N1c1nncs1 (stereo not given)	-3
CN1OC[C@@H]2CN(Cc3ccc4c(c3)OCO4)[C@H](c3ccc(-n4ccnc4)cc3)C[C@@H]21	1
CN(Cc1ccccc1F)c1cc2c(c3c1ccn3C)C1CCC2O1 (stereo not given)	2
CC1=C(C(=O)OCc2ccccc2)C(c2ccccc2OS(=O)(=O)c2ccc(C)cc2)NC(=O)N1CCCC(=O)O (stereo not given)	1
CCn1cc(/C=C(\NC(=O)c2ccccc2OC)C(=O)N2CCOCC2)c2ccccc21	-1
CC1=C(C(=O)N2CCCCCC2)CC(CC(=O)NCCN2CCOCC2)C(=O)N1CCCN1CCCC1=O (stereo not given)	-2
Cc1ccc(-c2cnc(C(O)c3cc(C)cc(C)c3)[nH]2)cc1 (stereo not given)	-5
COC(=O)C1=C(C)N(Cc2ccccc2C(F)(F)F)C(=NCc2ccc(C(F)(F)F)cc2)NC1c1ccc(C(F)(F)F)cc1 (stereo not given)	-13
CCCCCCCCN1C(=O)[C@H](CC(=O)N2CCN(C(=O)c3ccco3)CC2)C[C@@]2(C(=O)OC)CC(C)(C)CC=C12	-3
O=C(NC1CCCCC1)C(c1ccccc1F)n1c(=O)c(-c2ccco2)nc2ccccc21 (stereo not given)	-2
COC(=O)[C@]12C[C@H](CC(=O)NCc3ccc(C)o3)C(=O)N(CCC3=CCCCC3)C1=C[C@H](COCc1ccccc1)O[C@@H]2C	-3
COC(=O)C[C@H]1C=C[C@@H](NS(=O)(=O)c2ccc(C)cc2)[C@@H](CO)O1	-3
c1cc(-c2ccc(CN3CCOCC3)cc2)n2ccnc2c1	-1
CC(c1ccc(Cl)cc1)N(CCN(C)C)c1ccccn1 (stereo not given)	-3
CCC(C)CN1C(=O)CN(S(C)(=O)=O)CC1(C)C(=O)Nc1c(C)cccc1C (stereo not given)	0
Oc1ccccc1C=NC(N=Cc1ccccc1O)c1ccccc1O (stereo not given)	1
NC(=O)c1nnn(Cc2cc(Cl)c(C(=O)c3ccc(Cl)cc3)c(Cl)c2)c1N	-2
CCCCCCCCN1C(=O)[C@H](CC(=O)NCc2cccc(C(F)(F)F)c2)C[C@@]2(C(=O)OC)CCCCC=C12	-8
COCCN1C[C@@H](CO)O[C@@H](n2cnc3c(NC4CC4)ncnc32)C1	-1
COCCN1C(=O)CCC1(C)c1nnnn1-c1ccc2c(c1)OCCO2 (stereo not given)	-1
CCOC(=O)CN1C(=O)[C@]2(OCCC=C[C@H]2C)c2c(Br)cccc21	-1
CC(C)C[C@H]1CN(CCCC[C@H]2CNC(=O)C(=O)N2CCc2ccc(O)cc2)C(=O)C(=O)N1Cc1ccccc1	-3
OC[C@@H]1CN(CCN2CCOCC2)C[C@H](n2cnc3c(NC4CCC4)ncnc32)O1	-4
CC1(Oc2cccnc2Cl)CCN(Cc2ccc(OC(F)(F)F)cc2)C1 (stereo not given)	-1
COC(=O)C[C@H]1C=C[C@H](NC(=O)Nc2ccccc2OC)[C@@H](CO)O1	-3
CCC(=O)N1CCCC(C)(C(=O)Nc2ccc(C)c(C)c2)C1 (stereo not given)	0
O=C(Nc1ccc(F)cc1)C(c1cccc(F)c1)N1CCN(Cc2c(F)cccc2Cl)CC1 (stereo not given)	-4
COC(=O)[C@]12CCCCC=C1N(CCC1=CCCCC1)C(=O)[C@H](CC(=O)NCCCN1CCCC1=O)C2	0
CCNC(=O)C1(C)CCN(C(=O)c2ccc(C#N)cc2)C1 (stereo not given)	-6

Assay outcomes: PubChem BioAssay, Broad Institute

Not all compounds are listed, so the mix of outcomes need not match the whole.
